CHO-K1 Ca PAM: M1 PAM counterscreen hit in parental CHO-K1 cells | AID 602247 | ATP EC20, Fluo-8 calcium fluorescence; 0% at ATP EC20, 100% at ATP max | 360,000 compounds, 0.02% hits | activation, % at 3 µM;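 active means activation above the run cutoff, the mean activation of all test compounds plus 3 SD, cut at about 40% in these data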;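 further: peak over basal fluorescence ratio in a 140 s read after ATP addition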
CHRM5 PAM: potentiates acetylcholine response at human M5 receptor | P08912 | CHO-K1 hM5, Fluo-8 calcium, ACh EC20 PAM; 0% = ACh EC20, 100% = ACh EC100 | activation, % at 3 µM | 360,000 compounds, 0.3% hits | AID 624038;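 active means activation above the run cutoff, the mean activation of all test compounds plus 3 SD, cut at about 18% in these data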
Target sequence (P08912 whole entry, looked up): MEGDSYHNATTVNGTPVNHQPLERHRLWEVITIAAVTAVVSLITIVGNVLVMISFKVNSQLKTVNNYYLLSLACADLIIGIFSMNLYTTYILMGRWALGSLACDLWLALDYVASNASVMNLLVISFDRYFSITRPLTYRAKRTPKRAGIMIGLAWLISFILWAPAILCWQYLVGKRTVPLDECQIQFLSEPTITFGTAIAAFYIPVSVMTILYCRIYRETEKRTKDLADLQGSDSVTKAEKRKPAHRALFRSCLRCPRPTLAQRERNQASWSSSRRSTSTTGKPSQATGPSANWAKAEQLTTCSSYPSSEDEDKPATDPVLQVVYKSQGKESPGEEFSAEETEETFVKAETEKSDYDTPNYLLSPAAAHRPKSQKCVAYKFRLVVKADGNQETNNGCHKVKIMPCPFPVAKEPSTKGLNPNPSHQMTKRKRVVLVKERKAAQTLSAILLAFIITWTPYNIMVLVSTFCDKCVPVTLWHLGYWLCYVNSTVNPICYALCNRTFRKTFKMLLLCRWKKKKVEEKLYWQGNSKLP
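Test system: CHO-K1 hM5 cells / Doses: single-point, 3 µM nominal / Times: Post-acetylcholine fluorescence recording 140 s / Technique: Fluo-8 calcium fluorescence / Measure: Max/basal fluorescence ratio as % of EC20–EC100 ACh window / Benchmarks: low control EC20 acetylcholine (0%), high control EC100 acetylcholine (100%) / Replicates: one well per compound, no replicates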
M1 ag parental: M1 agonist counterscreen hit in parental CHO-K1 cells. 360,000 compounds, 0.48% hits. activation, % at 3 µM. Fluo-8 calcium fluorescence; scaled to maximal ATP response, vehicle zero; in the data active means activation above about 15%;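 further: untransfected CHO-K1 host cells lacking M1 receptor as counterscreen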
M4 PAM: CHRM4 positive allosteric modulation. P08173. CHO-K1 hM4/Gqi5, Fluo-8 calcium fluorescence, ACh EC20; 0% = ACh EC20, 100% = maximal ACh. activation, % at 3 µM. 360,000 compounds, 0.4% hits. AID 624126;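 active means activation above its plate's cutoff, the mean activation of sample wells plus 3 SD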; further: some results filed as inactive read as strong as hits
Target sequence (P08173 whole entry, looked up): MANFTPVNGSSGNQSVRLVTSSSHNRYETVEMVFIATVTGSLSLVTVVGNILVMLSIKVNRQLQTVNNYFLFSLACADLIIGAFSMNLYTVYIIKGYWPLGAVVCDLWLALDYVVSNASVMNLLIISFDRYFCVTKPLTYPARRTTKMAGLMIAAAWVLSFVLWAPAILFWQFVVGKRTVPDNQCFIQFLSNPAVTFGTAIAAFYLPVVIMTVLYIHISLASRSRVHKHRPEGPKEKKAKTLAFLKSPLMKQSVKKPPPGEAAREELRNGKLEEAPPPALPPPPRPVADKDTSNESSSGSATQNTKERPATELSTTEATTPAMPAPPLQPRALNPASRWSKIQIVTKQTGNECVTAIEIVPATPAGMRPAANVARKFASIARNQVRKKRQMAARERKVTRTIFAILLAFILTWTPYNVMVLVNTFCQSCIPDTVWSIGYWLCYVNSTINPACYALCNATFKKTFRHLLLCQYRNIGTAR
CHO-K1 Ca antag: nonselective inhibitor or artifact in parental CHO-K1 cells; 360,000 compounds, 0.6% hits; inhibition, % at 3 µM; ATP-induced calcium, Fluo-8 fluorescence; AID 602250;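 active means inhibition above a per-plate cutoff, the plate's mean sample inhibition plus 3 SD, cut at about 24% in these data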;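 further: 0% = DMSO plus EC80 ATP and 100% = DMSO alone without ATP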
M4 ag: agonists of human muscarinic M4 receptor (CHRM4). AID 624127. CHO-K1 hM4/Gqi5, Fluo-8 calcium fluorescence; vehicle 0%, full acetylcholine response 100%. 360,000 compounds, 0.14% hits. activation, % at 3 µM. P08173;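 active means activation above the run mean over all test wells plus 3 SD, cut at about 32% in these data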;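 further: peak over basal fluorescence ratio per well then scaled between controls; 0% = DMSO wells and 100% = acetylcholine at EC100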
M4 antag: blocks acetylcholine activation of human M4 receptor; AID 624125; inhibition, % at 3 µM; 360,000 compounds, 0.73% hits; CHO-hM4 cells, ACh EC80, Fluo-8 calcium fluorescence; P08173;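 active means inhibition above its plate's cutoff, the mean inhibition of sample wells plus 3 SD, cut at about 27% in these data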;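 further: 0% = acetylcholine EC80 with DMSO and 100% = DMSO without agonist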
M5 ag: agonists of human muscarinic M5 receptor (CHRM5). P08912. CHO-K1 hM5 cells, Fluo-8 calcium fluorescence; 0% DMSO wells, 100% maximal acetylcholine response. activation, % at 3 µM. 360,000 compounds, 0.19% hits. AID 624037;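 active means activation above the run's mean over test compounds plus 3 SD, cut at about 23% in these data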;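 further: signal is peak over basal fluorescence ratio across the kinetic read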
M5 antag: antagonists of human muscarinic M5 receptor (CHRM5). CHO-hM5 cells, Fluo-8 calcium fluorescence, ACh EC80. P08912. inhibition, % at 3 µM. 360,000 compounds, 0.59% hits;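 active means inhibition above a per-plate cutoff, the mean of that plate's test compounds plus 3 SD, cut at about 27% in these data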;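 further: 0% = acetylcholine EC80 with DMSO and 100% = DMSO without agonist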
The depositor's hits bear a star. Compounds as they come; 2.7% or so of the library scored in one or more.

Sequence of screens: M5 ag | CHO-K1 Ca antag | M5 antag | M1 ag parental | M4 antag | M4 PAM | CHO-K1 Ca PAM | M4 ag | CHRM5 PAM
O=C(NC1(C(F)(F)F)NC(=O)N(C2CCCCC2)C1=O)C1CC1 (stereo unspecified)
  -2 | 10 | 4 | 2.4 | -1 | 3 | -18 | 0 | 6
CCN1C(=O)[C@H]2[C@@H](c3ccc(-c4ccc(C(C)=O)cc4)c(OC)c3)N3CCCC[C@@]3(C(=O)OC)[C@H]2C1=O
  1 | 13 | 1 | -0.4 | 1 | -2 | -14 | 0 | 0
COc1ccc(S(=O)(=O)N(CC(=O)N/N=C/c2ccc(C(=O)O)cc2)Cc2ccccc2)cc1OC
  -2 | -14 | 1 | 0.3 | -10 | 6 | 3 | 2 | 2
CC(=O)N1CCc2c(sc(NC(=O)CN3C(=O)CCC3=O)c2C(N)=O)C1
  1 | -4 | 0 | 0.6 | 3 | 1 | 25 | 0 | 1
C/C(CC(=O)Nc1c(Cl)cccc1C(F)(F)F)=N\NC(=O)c1cnccn1
  1 | -18 | -4 | -0.1 | -15 | 6 | 15 | 3 | -1
Cc1ccc(C(C(=O)NC(C)(C)C)N(CC2CCCO2)C(=O)CCC(=O)Nc2ccccn2)cc1 (stereo unspecified)
  -1 | -19 | 3 | -0.1 | -3 | 8 | 16 | 1 | -2
Cc1noc(C)c1COc1ccccc1C(=O)Nc1ccc(C(N)=O)cc1
  3 | 10 | 7 | 0.0 | -6 | 15 | -9 | 0 | -1
COc1ccc(/C=C/C(=O)N(C)C2(C)CCS(=O)(=O)C2)cc1 (stereo unspecified)
  1 | 5 | 6 | 1.0 | 5 | 2 | -12 | 1 | 3
COc1ccc(NC(=O)Nc2ccc3c(c2)N(C)C(=O)CS3)cc1OC
  3 | -6 | 4 | 4.3 | -10 | -1 | -6 | 17 | -13
COc1ccccc1Cc1c(-c2ccc(C)cc2)nc2c(C)cc(Br)cn12
  -7 | -11 | 6 | -0.2 | -1 | 0 | -6 | -2 | 0
CNC(=S)NNc1nc(C)cc(C)n1
  2 | 3 | -1 | -0.1 | -1 | 0 | -10 | 0 | 8
CC1CCCN(CCCNS(=O)(=O)c2cc(Br)cc3c2N(C(=O)C2CC2)CC3)C1 (stereo unspecified)
  -5 | -16 | 6 | -1.0 | -1 | 1 | 6 | -1 | -3
O=C1c2ccccc2C(=O)N1CCCc1nc(-c2ccc(Cl)cc2)no1
  1 | -3 | -1 | 0.6 | -11 | 12 | 6 | 1 | -1
Cc1ccc(C(C)C)c(OCC(=O)Nc2sc3c(c2C#N)CC(C)(C)NC3(C)C)c1
  -2 | -11 | 16 | 0.9 | 5 | -4 | -15 | 4 | -10
O=C(C1CC(=O)N(c2ccccc2)C1)N1CCN(c2ccc(F)cc2)CC1 (stereo unspecified)
  1 | -6 | -4 | 0.7 | -16 | 0 | 21 | 3 | -1
Cc1c(Nc2scc(-c3ccccc3)[n+]2-c2ccccc2)c(=O)n(-c2ccccc2)n1C
  -3 | -6 | 4 | 0.2 | 1 | -6 | 11 | 1 | 5
COc1ccccc1N(CC(O)CN(c1ccccc1)S(C)(=O)=O)S(=O)(=O)c1ccccc1 (stereo unspecified)
  1 | -14 | -6 | 0.3 | 5 | -2 | 19 | 0 | 3
COc1ccc(CCN(C)C(=O)Cc2ccc(-c3ccccc3)cc2)cc1OC
  3 | 24* | 19 | 12 | 4 | -12 | -26 | 18 | -11
CCCNC(=O)C1(C)CCCN(Cc2c3ccccc3nn2C)C1 (stereo unspecified)
  2 | 4 | 1 | 0.6 | -8 | -2 | -6 | 3 | -3
COc1ccc(S(=O)(=O)N(C)C2(C)CCS(=O)(=O)C2)cc1OC (stereo unspecified)
  0 | 2 | 2 | 0.4 | -2 | 6 | 3 | 1 | 5

Next section.
Sequence of screens: M5 ag | CHO-K1 Ca antag | M5 antag | M1 ag parental | M4 antag | M4 PAM | CHO-K1 Ca PAM | M4 ag | CHRM5 PAM
Fc1cccc(F)c1/C=N/N1CCOCC1
  -1 | 0 | 7 | -0.1 | -8 | 9 | 2 | 3 | -1
CCC1CCCCN1S(=O)(=O)c1ccc(NC(=O)c2cccnc2)cc1 (stereo unspecified)
  0 | -6 | -3 | 3.4 | -12 | -4 | 1 | 10 | 0
COc1ccc(NC(=O)NN(C(=O)c2ccccc2)C(C)(C)C)cc1
  -1 | -6 | -5 | 1.2 | -1 | 10 | 25 | 2 | 2
COc1ccc(CCN2C(=O)C3C4CC(C5C(C(=O)N/N=C\c6ccc(Cl)cc6)=NOC45)C3C2=O)cc1OC (stereo unspecified)
  -7 | -20 | 1 | -0.6 | 1 | -1 | 23 | -1 | 3
O=C(NN=C1c2ccccc2-c2ccccc21)c1ccccc1Br
  -3 | -19 | -4 | 0.9 | -9 | -4 | 27 | -2 | -2
CC(C)(C)C(=O)NC1CCN(C(=O)N2CCCC2)CC1
  -7 | -6 | -1 | 1.9 | 5 | 5 | 2 | 1 | 0
Cn1c(SCC(=O)Nc2ccc3cn[nH]c3c2)nnc1-c1cnccn1
  -2 | 9 | -1 | 0.2 | 13 | -1 | 2 | 1 | -1
Cc1cc(=S)nc(-c2ccccn2)[nH]1
  2 | -4 | -6 | 0.0 | 0 | -8 | 2 | 1 | 11
N#Cc1cn(-c2ccccc2)nc1C(=O)c1ccccc1
  -6 | -6 | 3 | 0.5 | 1 | 2 | 20 | -1 | -4
CN(C(=O)c1ccc(N2CCCCC2)c([N+](=O)[O-])c1)C1(C)CCS(=O)(=O)C1 (stereo unspecified)
  -3 | 3 | 2 | 0.5 | 1 | 8 | 9 | 2 | 5
COc1cc(OC)c(C(=O)/C=C/c2ccccc2)c(O)c1O
  0 | 12 | -1 | 4.6 | -1 | -3 | 3 | 5 | -2
O=C(Oc1ccc(/C=N/Nc2nc(N3CCCCC3)nc(N3CCCCC3)n2)cc1)c1ccco1
  0 | 12 | 12 | 0.2 | 11 | -9 | -20 | 0 | -2
O=C(CCCC(=O)OCC(=O)NC1CCCC1)Nc1ccccn1
  1 | 13 | -11 | 0.2 | 5 | -7 | -8 | 0 | 4
COc1ccc(OC)c2[nH]c(=O)c(CCNC(=O)c3ccc(S(=O)(=O)N4CCCC4)cc3)cc12
  -2 | -13 | 13 | 2.1 | -9 | -1 | 20 | 7 | -8
Cc1cc(N2CCN(C(c3ccccc3)c3ccc(Cl)cc3)CC2)n2ncnc2n1 (stereo unspecified)
  -4 | -7 | 10 | 0.7 | -3 | -2 | 17 | 2 | -12
O=C(NNC1=Nc2ccccc2SC1)c1ccc(F)cc1
  3 | -6 | -1 | 1.0 | -5 | -14 | 7 | 1 | -6
Cc1cc(SCc2cc(=O)[nH]c3ccccc23)nc2ccccc12
  0 | 16 | 4 | -0.2 | -5 | -5 | -1 | 0 | -2
Cc1ccsc1C(=O)OCC(=O)c1ccc[nH]1
  2 | -4 | 2 | 0.8 | 9 | -6 | 3 | 1 | -13
CCC1(CC)Cc2ccccc2C(C2=C(O)CC(C)(C)CC2=O)=N1
  -2 | -4 | 0 | 0.1 | 8 | -2 | 16 | 0 | 0
CNCc1c(C)nn(-c2ccccc2)c1C
  1 | -4 | -3 | 0.1 | 9 | -4 | 15 | 0 | 7

Profiles, looked up by structure.
Listed for Cc1ccsc1C(=O)OCC(=O)c1ccc[nH]1 : M5 ag = 2; CHO-K1 Ca antag = -4; M5 antag = 2; M1 ag parental = 0.8; M4 antag = 9; M4 PAM = -6; CHO-K1 Ca PAM = 3; M4 ag = 1; CHRM5 PAM = -13
Listed for CCC1(CC)Cc2ccccc2C(C2=C(O)CC(C)(C)CC2=O)=N1 : M5 ag = -2; CHO-K1 Ca antag = -4; M5 antag = 0; M1 ag parental = 0.1; M4 antag = 8; M4 PAM = -2; CHO-K1 Ca PAM = 16; M4 ag = 0; CHRM5 PAM = 0

Carrying on.
Sequence of screens: M5 ag | CHO-K1 Ca antag | M5 antag | M1 ag parental | M4 antag | M4 PAM | CHO-K1 Ca PAM | M4 ag | CHRM5 PAM
CC(=O)c1ccc(NC(=O)N2CCCC(C(=O)c3ccc4c(c3)OCO4)C2)cc1 (stereo unspecified)
  2 | 4 | -5 | 8.1 | -4 | -7 | 11 | 14 | -11
N=c1c(S(=O)(=O)c2ccc(Br)cc2)cc2c(=O)n3ccccc3nc2n1Cc1ccco1
  -5 | -8 | -4 | 0.4 | 0 | 5 | 9 | 2 | 5
CCn1nnnc1-c1ccc(OC)c(S(=O)(=O)Nc2ccc(OC)cc2)c1
  2 | -20 | 1 | 3.9 | -4 | 3 | 22 | 2 | -4
COc1ccccc1CNC(=O)COC(=O)Cn1cnc2ccccc21
  2 | 3 | 6 | 0.1 | -7 | 8 | -19 | 0 | -1
O=C(NN=C1CCCCC1)Nc1ccccc1Cl
  -4 | -8 | 2 | 0.6 | -22 | 16 | 15 | 1 | 9
CCCCn1c(-c2csc3c2CCC(C)C3)n[nH]c1=S (stereo unspecified)
  -12 | -16 | 13 | 1.1 | 13 | -35 | 22 | -3 | -20
Clc1ccc(CSc2ccc(-c3ccccn3)nn2)cc1
  0 | -9 | -5 | 0.4 | -13 | 15 | 7 | 1 | 0
Cc1ccc2nc(N(CCCN(C)C)C(=O)c3ccc(S(=O)(=O)N4CCOCC4)cc3)sc2c1
  -8 | -11 | -2 | 2.1 | -4 | -3 | 17 | 4 | -4
CCCNc1c(N)n(-c2ccccc2)c(=O)[nH]c1=O
  -1 | -8 | 6 | 0.6 | -3 | 2 | 16 | 0 | -5
OCc1nc2ccccc2n1CCCCOc1ccccc1
  1 | 13 | 10 | 2.6 | 6 | -12 | -18 | 15 | -7
CC(=O)c1ccc(NC(=O)C(C)N2CCN(C/C=C/c3ccccc3)CC2)cc1 (stereo unspecified)
  -9 | -12 | 6 | 0.9 | 3 | -5 | 18 | 3 | -3
C[C@H]1CN([C@@H](C)CO)C(=O)CCCn2nncc2CO[C@H]1CN(C)C(=O)NC1CCCCC1
  2 | -3 | 3 | 0.0 | -9 | 0 | -2 | 0 | 0
CCC(=Cc1ccccc1O)c1ccncc1
  -3 | -8 | 9 | 0.5 | -2 | 7 | 13 | 2 | 2
CC(=O)Nc1ccc(C(=O)NCCCSc2ccccc2)cc1
  -3 | 0 | 9 | 1.4 | -1 | 8 | -18 | 3 | -10
C=CCOc1c(Br)cc(C2NC(=O)NC(C)=C2C(C)=O)cc1OCC (stereo unspecified)
  1 | -12 | 4 | -0.2 | -2 | 0 | 10 | -2 | -1
CNCCOc1ccccc1OC(C)C
  -9 | 8 | 5 | -0.3 | -1 | 8 | -10 | 0 | 2
COc1ccc(Nc2nc(N)nc(CSc3nnc(C)s3)n2)cc1
  3 | -3 | -1 | 0.7 | 10 | 0 | 12 | 1 | -1
CCOC(=O)c1c(O)cc(C)[nH]c1=O
  2 | -8 | 5 | 0.2 | -5 | -2 | 8 | -1 | 2
Fc1cccc(Cc2c(-c3ccccc3)nc3ccc(Br)cn23)c1
  -2 | -11 | 5 | 1.2 | 3 | -5 | 9 | -1 | -9
Cc1sc2nc3ccc(N4CCCC4)nn3c(=O)c2c1C
  3 | 0 | -1 | 1.0 | -12 | 12 | 21 | 4 | 0
CSc1ccc(/C=C/C(=O)NC(=O)c2ccccc2O)cc1
  7 | 2 | 6 | 7.3 | -7 | -9 | -15 | 9 | -6
CCc1ccccc1N1C(=O)C2C3CC(=O)C(c4ccccc43)C2C1=O (stereo unspecified)
  -2 | -1 | 3 | 0.9 | -4 | 0 | 17 | 2 | 2

Source: PubChem BioAssay (The Scripps Research Institute Molecular Screening Center)
